HTT cytoprotect: qHTS Multiplex Assay to Identify Dual Action Probes in a Cell Model of Huntington: Cytoprotection (ATP); PC12 HTT-Q103 induced, cytoprotection, ATP luminescence, 40 h; Potency, µM (highest dose often 56.4 µM), without a hit: cytoprotection (ATP increase), actives largely listed as activators; actives 0.14% (n = 230,000); AID 1471, 2008;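 note: % of control where 0% means no effect; nearly all actives have a fitted effect of over 45% in size; toxic huntingtin expression switched on by the ecdysone agonist tebufenozide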
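Compounds were screened for protection of PC12 cells against cell death after tebufenozide induction (100 nM final) of mutant Huntingtin exon 1 (Q103) fused to GFP.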
aGal spleen mod: qHTS Assay for Inhibitors and Activators of Human alpha-Galactosidase From Spleen Homogenate. human spleen homogenate, 4MU-alpha-Gal fluorescence, 40 min. Potency, µM (series often up to 80 µM), without a hit: at the top dose activity change, negative = inhibition, usual class: inhibitors. actives 0.008% (n = 240,000);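 note: 0% = enzyme with vehicle and -100% = no enzyme basal signal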
Target sequence (P06280 32-429 limits assumed): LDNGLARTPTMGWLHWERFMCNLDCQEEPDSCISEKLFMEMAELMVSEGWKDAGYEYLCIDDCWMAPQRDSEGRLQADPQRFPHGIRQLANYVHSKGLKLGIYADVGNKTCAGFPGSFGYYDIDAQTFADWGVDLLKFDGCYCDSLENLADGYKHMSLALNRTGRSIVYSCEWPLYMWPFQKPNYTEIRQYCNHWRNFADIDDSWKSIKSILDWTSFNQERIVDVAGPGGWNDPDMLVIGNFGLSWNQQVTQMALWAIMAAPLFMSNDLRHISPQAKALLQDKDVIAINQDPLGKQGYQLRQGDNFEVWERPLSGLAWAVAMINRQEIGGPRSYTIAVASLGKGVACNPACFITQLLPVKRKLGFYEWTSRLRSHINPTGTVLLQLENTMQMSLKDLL
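Fluorogenic readout (Ex 365/Em 440 nm) of 4-methylumbelliferone released from 1 mM 4-MU-alpha-galactoside by spleen homogenate, 40 min at 37C, pH 5.0. Data normalized to no-enzyme and enzyme controls; Hill-equation AC50 from compound titrations.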
GAA spleen mod: qHTS Assay for Inhibitors and Activators of Human alpha-Glucosidase From Spleen Homogenate; Lysosomal alpha-glucosidase (Homo sapiens), P10253; human spleen homogenate, 4-MU-alpha-glucoside fluorescence; Potency, µM (doses to about 79.9 µM), for the others: at the highest dose activity change, negative = inhibition, usual class: inhibitors; actives 0.006% (n = 240,000); AID 2112, 2009;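 note: 0% = enzyme with vehicle and -100% = no enzyme basal signal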
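AC50 values come from Hill-equation fits of concentration-response data, normalized to no-enzyme and full-activity controls. Enzyme source: 1 ug human spleen homogenate; 1 mM fluorogenic 4-MU glucoside, pH 5.0 citrate buffer, 37 C, 40 min.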
Tau ThT inhib: qHTS for Inhibitors of Tau Fibril Formation, Thioflavin T Binding; Microtubule-associated protein tau (Homo sapiens), P10636; recombinant tau K18 P301L, heparin-induced fibrillization, ThT fluorescence; Potency, µM (doses to about 57.4 µM), without a hit: at the highest dose activity, negative = inhibition, usual class: inhibitors; actives 2.1% (n = 270,000); note: % is set by controls: 0 for no effect and ±100 for the full control effect; nearly all actives have a fitted effect of over 55% in size
Target sequence (P10636 561-689 P618L limits assumed): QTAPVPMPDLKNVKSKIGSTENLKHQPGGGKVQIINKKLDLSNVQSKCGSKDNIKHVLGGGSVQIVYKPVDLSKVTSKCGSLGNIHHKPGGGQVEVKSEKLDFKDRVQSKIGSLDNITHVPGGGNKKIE
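Tau K18 P301L fragment (15 uM unlabeled plus 0.24 uM Alexa 594-labeled) in 100 mM sodium acetate pH 7 with compound, fibrillization induced by 20 uM heparin for 6 hr at 37 C. Thioflavin T (30 uM) added, fluorescence read after 1 hr (ex 450, em 510 nm).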
GAA inh: qHTS Assay for Inhibitors of Human alpha-Glucosidase as a Potential Chaperone Treatment of Pompe Disease. actives 0.005% (n = 200,000). purified human GAA, 4-MU-alpha-glucoside fluorescence. Potency, µM (series often up to 76.9 µM), inactives show at the top dose activity change, negative = inhibition, actives largely listed as inhibitors;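 note: plate controls were uninhibited enzyme wells for no effect and no-enzyme background for full effect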
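Endpoint fluorogenic read: 20 min room-temperature reaction of 4 nM human alpha-glucosidase with 400 uM 4-methylumbelliferyl-alpha-D-pyranoside, pH 5.0, quenched with 1M NaOH/1M glycine pH 10. AC50 from Hill modeling.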
Tau fibril FP: qHTS for Inhibitors of Tau Fibril Formation, Fluorescence Polarization; K18 P301L tau heparin fibrillization, Alexa594 FP, 6 h; Potency, µM (series often up to 57.7 µM), for inactives: at the highest dose activity, negative = inhibition, most hits filed as inhibitors; actives 0.39% (n = 280,000); Microtubule-associated protein tau (Homo sapiens), P10636; note: % is set by controls: 0 for no effect and ±100 for the full control effect; nearly all actives have a fitted effect of over 55% in size
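Human tau K18 […] P301L fragment, 15 uM unlabeled plus 0.24 uM Alexa 594-labeled tau (final), with compound and 20 uM heparin in 100 mM sodium acetate pH 7; 6 hr at 37 C, then Alexa 594 FP read.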
GAA glycogen: qHTS Assay for Inhibitors and Activators of Human alpha-Glucosidase Cleavage of Glycogen; recombinant GAA, glycogen substrate, Amplex Red glucose oxidase fluorescence; Potency, µM (doses to about 76.4 µM), for the others: at the top dose activity change, negative = inhibition, usual class: inhibitors; actives 0.38% (n = 300,000); AID 2100, 2009;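 note: 0% = full enzyme reaction and -100% = no-enzyme basal signal; the screen sought inhibitors and activators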
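Recombinant human alpha-glucosidase (4 nM final) hydrolysed bovine liver glycogen (30 ug) for 40 min at 37 C in pH 5.0 citrate/phosphate with 0.01% Tween-20. Released glucose detected by glucose oxidase/Amplex Red, Ex 573/Em 610 nm. Compounds up to 77 uM; AC50 from Hill fits.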
Tau fluor counter: Counterscreen qHTS for Inhibitors of Tau Fibril Formation, Fluorescence Polarization; tau K18 P301L Alexa594 fluorescence, heparin fibrillization; Potency, µM (top dose mostly 57.7 µM), for inactives: at the top dose activity change, negative = decrease; actives 0.93% (n = 280,000); AID 1463, 2008; note: % is set by controls: 0 for no effect and ±100 for the full control effect; nearly all actives have a fitted effect of over 55% in size
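Human tau K18 P301L (15 uM unlabeled, 0.24 uM Alexa 594-labeled) in 100 mM sodium acetate pH 7 with 20 uM heparin, 6 hr at 37 C. ThT 30 uM added, 1 hr ambient; Alexa 594 FP and total fluorescence read at 555/632 nm.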
* hit, by the source's call; ? = inconclusive; . = not tested or not shown; & = joins results of further samples; [ ] = another dose, or the depositor's remark. Calls come from the whole dose curve; as a rule, active = well fitted curve in the direction sought with a large enough effect; inconclusive = small, poorly fitted or top-dose-only effect, or another doubt; inactive = no such curve, though single readings can be large; an effect the other way counts as inactive or inconclusive. Potency is the fitted concentration of half-maximal effect. Not all compounds are listed; rates above refer to the full screens.

SMILES	HTT cytoprotect	aGal spleen mod	GAA spleen mod	Tau ThT inhib	GAA inh	Tau fibril FP	GAA glycogen	Tau fluor counter
COc1cccc(C(=O)C2CCCN(Cc3cccc(C)n3)C2)c1 (centres undefined)	-13%[10 µM]	-15%	-1%	1%	-8%	10%	0%	-2%
O=[As](O)(O)c1ccc(N=Nc2ccc(O)cc2)cc1	-19%&5%[10 µM]	-7%	-8%	?	-15%	-3%	-1%	-15%
CN1C(=O)CN=C(c2ccccc2)c2cc(Cl)ccc21	.	-3%	9%	-3%	-7%[15.4 µM]	6%	3%	0%
O=C(CSC1c2ccccc2-c2ccccc21)N/N=C/c1ccccc1C(=O)O	2%[10 µM]	0%	-2%	-11%	9%	0%	-6%	2%
O=C(O)C1C2CCC(O2)C1C(=O)Nc1ccc(Cl)cc1 (centres undefined)	-17%[1.9 µM]	2%	4%	-14%	5%	6%	2%	0%
CCN1C[C@@]2(COC)C3[C@@H](OC)C4[C@@H]1[C@@]3(C1C[C@@]3(O)[C@H](OC(=O)c5ccccc5)C1[C@]4(OC(C)=O)[C@@H](O)[C@@H]3OC)[C@@H](OC)C[C@H]2O (some centres undefined)	7%[1.9 µM]	-1%	3%	0%	.	-2%	.	-3%
Cc1ccc(N2C(=O)CC(=O)NC2=O)cc1	-29%	-6%	-7%	?	-10%	-13%	8%	-14%
Cn1cc(C(=O)NCc2ccccc2)c2ccccc21	-5%[10 µM]	-1%	0%	-5%	0%	-3%	-1%	-3%
O=C(C[N+]12CCN(CC1)CC2)NCCc1ccc(Cl)cc1Cl	-12%[10 µM]	-4%	1%	-3%	9%	3%	-5%	-4%
CCOc1cc(C=C2C(=O)NC(=O)NC2=O)ccc1OS(=O)(=O)c1ccccc1	-6%	9%	-3%	?	1%	5%	-9%	-7%
O=P(Oc1ccccc1)(Oc1ccccc1)c1ccccc1	27%[10 µM]	-3%	-4%	-13%	.	2%	0%	-14%
O=C1/C(=C\c2ccc([N+](=O)[O-])cc2)N2CCC1CC2	7%[10 µM]	-9%	-7%	?	0%	3%	2%	-2%
CC(=O)C1CCC2C3CCC4CC(O)CCC4(C)C3CC(O)C12C (centres undefined)	4%	2%	3%	-2%	.	2%	.	-6%
COc1ccc(NC(=O)c2cc([N+](=O)[O-])ccc2N2CCNCC2)cc1	.	1%	-3%	-5%	2%	4%	9%	2%
O=c1c2ccccc2nc(-c2ccccc2)n1-n1cccc1	-13%	-5%	-3%	-1%	-9%	-8%	-2%	-6%
CC(=O)OC1C(=O)[C@]2(C)C(O)CC3OC[C@]3(OC(C)=O)C2[C@@H](OC(=O)c2ccccc2)[C@]2(O)CC(O)C(C)=C1C2(C)C (some centres undefined)	.	-20%	-11%	-2%	.	7%	.	-1%
O=c1[nH]c(O)c(/C=C2\C=NN=C2c2ccccc2)c(=O)[nH]1	3%	0%	-2%	?	1%	-8%	6%	-11%
COc1ccc(S(=O)(=O)N2CC3CC(C2)c2cccc(=O)n2C3)cc1 (centres undefined)	21%[10 µM]	-5%	-2%	4%	14%	10%	3%	8%
COc1ccc(NC(=O)CN2C(=O)C(C)N=C(c3ccccc3)c3ccccc32)cc1OC (centres undefined)	.	.	.	-7%	.	4%	-14%[76.3 µM]	-22%
CN1C(=O)NC(=O)C(C)(C2=CCCCC2)C1=O (centres undefined)	1%&-13%	-16%	-8%	-4%	.	6%	.	-3%

Among those listed so far, 2 contain four or more nitrogen atoms:
SMILES	HTT cytoprotect	aGal spleen mod	GAA spleen mod	Tau ThT inhib	GAA inh	Tau fibril FP	GAA glycogen	Tau fluor counter
COc1ccc(NC(=O)c2cc([N+](=O)[O-])ccc2N2CCNCC2)cc1	.	1%	-3%	-5%	2%	4%	9%	2%
O=c1[nH]c(O)c(/C=C2\C=NN=C2c2ccccc2)c(=O)[nH]1	3%	0%	-2%	?	1%	-8%	6%	-11%

Carrying on:
SMILES	HTT cytoprotect	aGal spleen mod	GAA spleen mod	Tau ThT inhib	GAA inh	Tau fibril FP	GAA glycogen	Tau fluor counter
Cc1cccc(C)c1OP(N)(=O)OCC(F)(F)F (centres undefined)	.	9%	5%	1%	3%	-9%	1%	-4%
CN1CCN(C(=O)COc2ccc(S(=O)(=O)N(C)Cc3ccccc3)cc2)CC1	4%	3%	-12%	-5%	0%	4%	-19%	-1%
O=C(Nc1ccc(N2CCOCC2)cc1)Nc1ccc2nsnc2c1	-37%[10 µM]	-9%	-3%	?	1%	-10%[2.34 µM]	6%	-10%
CCCCCCn1c(O)c(C=NC2CCN(Cc3ccccc3)CC2)c(=O)[nH]c1=O	-5%	6%	0%	-3%	-6%	7%	0%	-3%
N[C@@H](Cn1oc(=O)[nH]c1=O)C(=O)O	-40%&-16%[inhibitor]	28%&0%&-6%	7%&4%&-1%	-8%&-2%&-8%	.	-3%&-5%&-4%	.	-12%&-6%&-3%
COCCNC(=O)c1c(NC(=O)c2ccco2)n(Cc2ccccc2)c2nc3ccccc3nc12	-1%	24%	-1%	14µM*	?	?	2%	?
COCCCNC(=O)c1c(N)n(Cc2ccco2)c2nc3ccccc3nc12	-17%[10 µM]	?	15%	?	.	-2%	9%	?
COC(=O)[C@@H](N)CCCN=C(N)N[N+](=O)[O-]	17%	3%&-9%&-7%&2%	0%&4%&1%&0%	-7%&3%&-6%	.	-1%&-12%&1%	9%	-5%&0%&-2%
CCN1C[C@]2(C)CC[C@H](O)[C@@]34[C@@H]5C[C@@H]6[C@@H](OC)C[C@@](O)(C5[C@H]6O)[C@@H](C[C@@H]23)[C@@H]14	.	4%	8%	-11%	.	-3%	.	-16%
O=c1c2ccccc2nc(CSc2ncnc3nc[nH]c23)n1-c1ccccc1	-4%	-11%	7%	1%	2%	1%	0%	13%
CCOP(=O)(C1=C(O)C(=O)C(C(C)(C)C)=CC1=O)c1ccccc1 (centres undefined)	-36%[inhibitor]	1%	-16%	22µM*	2%	?	-23%	-22%
Cn1c(O)c(C=NCCN2CCNCC2)c(=O)[nH]c1=O	-6%[10 µM]	2%	-7%	.	.	3%	2%	4%
CCCCC/C=C\C/C=C\C/C=C\C/C=C\CCCC(=O)NCCCC(=O)O	-1%&-2%	16%&2%	-1%&-8%	?	.	-16%&-1%	.	-11%&-15%
Nc1ccc(Oc2cccc(Oc3ccc(N)cc3)c2)cc1	-25%	-2%	-3%	?	?	12%	-2%	?
COc1cc2[nH]c(=O)n(-c3cccc(Cl)c3)c(=O)c2cc1OC	-57%[inhibitor]	7%	-2%	-8%	?	3%	4%	0%
CC(=O)N1CN2CN(C(C)=O)CC(C(=O)c3ccc([N+](=O)[O-])cc3)(C2)C1	21%[10 µM]	-3%	7%	-8%	-2%	-11%	-6%	-13%
O=C(c1cc(-c2ccncc2)nc2ccccc12)N1CCC2(CC1)OCCO2	?	-2%	-7%	0%	-6%	0%	3%	4%
N#Cc1ccc(OCC(=O)N2CCN(Cc3ccc4c(c3)OCO4)CC2)cc1	-28%	0%	-6%	-12%	-3%	?	-1%	-12%
CCCC1(CCC)C(=O)NC(=Nc2ccccc2)NC1=O	-6%	-4%	-9%	-5%	5%	1%	6%	-5%
Cn1c(O)c(C(=NCCN2CCCCC2)c2ccccc2Cl)c(=O)n(C)c1=O	-19%	-2%	1%	3%	1%	2%	0%	6%
O=C(O)c1cccc2c1NC(C(=O)O)C1CC(Sc3ccccc3[N+](=O)[O-])C(Cl)C21 (centres undefined)	-7%[10 µM]	2%	-2%	10%	-1%	8%	?	8%
CCOc1ccc(/C=C2/C(=O)NC(=O)N(CCc3ccc(F)cc3)C2=O)cc1	2%[10 µM]	2%	-3%	14%	0%	7%	-2%	15%
O=C(O)C1=CCCN(CCOC(c2ccc(C(F)(F)F)cc2)c2ccc(C(F)(F)F)cc2)C1	-18%	0%	-10%	-8%	.	-5%	.	-12%
Cc1ccc(CN2CCN(Cc3ccccc3)CC2)cc1	21%[10 µM]	2%	6%	-6%	9%	-4%	12%	-8%
Cc1nc2ccccc2c(=O)n1-c1cccc(O)c1	-8%	2%	4%	1%	-5%	1%	6%	-1%
CCNC(=S)NCCC1=c2ccccc2=N/C1=C\c1c(O)n(C)c(=O)n(C)c1=O	15%[10 µM]	-9%	-2%	?	-3%[15.4 µM]	-3%	-3%	-28%
CCOP(=O)(OCC)C(NC(=O)CN1C(=O)c2ccccc2S1(=O)=O)C(Cl)(Cl)Cl (centres undefined)	.	-1%	7%	4%	3%	-2%	9%	7%
C=CCN1CC[C@]23c4c5ccc(O)c4O[C@H]2C(=O)CC[C@@]3(O)[C@H]1C5	-11%&-31%	0%&2%	-6%&-5%	-8%&-7%	2%	-6%&-1%	-4%	-6%&3%
COC(=O)[C@]1(C)C[C@H]1[C@H](NP(=O)(c1ccccc1)c1ccccc1)c1ccccc1	-3%	-2%&1%	0%&1%	-12%&-2%	1%[15.4 µM]	10%&6%	-13%	2%&1%
Cc1cnn(C2CCN(C)CC2)c1N	11%[10 µM]	5%	-6%	-1%	-11%	-1%	-12%	-2%

In the list so far, these contain a furan ring, fused or not.
SMILES	HTT cytoprotect	aGal spleen mod	GAA spleen mod	Tau ThT inhib	GAA inh	Tau fibril FP	GAA glycogen	Tau fluor counter
COCCNC(=O)c1c(NC(=O)c2ccco2)n(Cc2ccccc2)c2nc3ccccc3nc12	-1%	24%	-1%	14µM*	?	?	2%	?
COCCCNC(=O)c1c(N)n(Cc2ccco2)c2nc3ccccc3nc12	-17%[10 µM]	?	15%	?	.	-2%	9%	?

Bioassay records: PubChem, National Center for Advancing Translational Sciences (NCATS)
